Screening results from PubChem BioAssay.
USP17 inh – inhibitors of human USP17 deubiquitinase. inhibition, % at 50 µM. Ubiquitin carboxyl-terminal hydrolase 17-like protein 5 (Homo sapiens), A8MUK1. 47,000 tested, 6.5% active. purified USP17, Ub-rhodamine cleavage fluorescence, 3 h
USP30 block – inhibitors of human USP30 deubiquitinase; purified USP30, Ub-rhodamine cleavage fluorescence; inhibition, % at 25 µM; 47,000 tested, 5.3% active; AID 1645860, 2021
USP7 block – inhibitors of human USP7 deubiquitinase | inhibition, % at 20 µM | 47,000 tested, 0.3% active | purified USP7, Ub-rhodamine cleavage fluorescence
USP8 block – inhibitors of human USP8 deubiquitinase | Ubiquitin carboxyl-terminal hydrolase 8 (Homo sapiens), P40818 | purified USP8, Ub-rhodamine cleavage fluorescence, 30 min | inhibition, % at 20 µM | 47,000 tested, 4.2% active | AID 1645853, 2021
Target sequence (P40818 whole entry, looked up): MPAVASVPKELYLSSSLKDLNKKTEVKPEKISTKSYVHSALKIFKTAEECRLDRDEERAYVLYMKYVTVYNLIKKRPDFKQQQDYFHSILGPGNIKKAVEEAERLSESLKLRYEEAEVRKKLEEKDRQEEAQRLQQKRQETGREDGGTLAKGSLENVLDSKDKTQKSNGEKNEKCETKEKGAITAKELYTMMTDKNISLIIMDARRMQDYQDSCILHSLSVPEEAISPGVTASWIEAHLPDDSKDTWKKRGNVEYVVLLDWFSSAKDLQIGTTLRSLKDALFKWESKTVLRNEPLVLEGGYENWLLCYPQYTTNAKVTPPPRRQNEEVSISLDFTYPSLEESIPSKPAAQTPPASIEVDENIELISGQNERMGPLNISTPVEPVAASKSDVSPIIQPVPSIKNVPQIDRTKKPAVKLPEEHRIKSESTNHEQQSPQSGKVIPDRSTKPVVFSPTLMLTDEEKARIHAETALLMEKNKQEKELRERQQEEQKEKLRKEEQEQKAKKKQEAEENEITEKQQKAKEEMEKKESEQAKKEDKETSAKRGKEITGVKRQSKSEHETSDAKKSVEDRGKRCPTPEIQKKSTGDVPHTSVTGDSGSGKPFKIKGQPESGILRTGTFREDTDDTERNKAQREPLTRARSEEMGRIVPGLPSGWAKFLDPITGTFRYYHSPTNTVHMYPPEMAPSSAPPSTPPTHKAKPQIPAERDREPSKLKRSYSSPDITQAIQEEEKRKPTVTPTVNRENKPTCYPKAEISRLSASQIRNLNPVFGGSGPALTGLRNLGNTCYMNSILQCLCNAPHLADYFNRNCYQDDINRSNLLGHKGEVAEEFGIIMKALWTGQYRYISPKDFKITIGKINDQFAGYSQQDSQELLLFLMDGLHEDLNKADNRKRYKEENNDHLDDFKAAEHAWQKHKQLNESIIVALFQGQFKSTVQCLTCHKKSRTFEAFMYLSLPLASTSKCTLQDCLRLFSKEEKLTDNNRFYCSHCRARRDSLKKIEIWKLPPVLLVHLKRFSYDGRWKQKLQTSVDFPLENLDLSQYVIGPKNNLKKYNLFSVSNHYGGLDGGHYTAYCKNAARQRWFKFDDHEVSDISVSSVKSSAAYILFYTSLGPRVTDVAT
USP10 block – inhibitors of human USP10 deubiquitinase | AID 1645856, 2021 | 47,000 tested, 1.1% active | purified USP10, Ub-rhodamine fluorescence, 60 min | Ubiquitin carboxyl-terminal hydrolase 10 (Homo sapiens), Q14694 | inhibition, % at 20 µM
UCHL1 inh – inhibitors of human UCHL1 deubiquitinase; Ubiquitin carboxyl-terminal hydrolase isozyme L1 (Homo sapiens), P09936; purified UCHL1, Ub-rhodamine cleavage fluorescence; inhibition, % at 20 µM; 47,000 tested, 0.2% active; AID 1645859, 2021
USP28 inh – inhibitors of human USP28 deubiquitinase; Ubiquitin carboxyl-terminal hydrolase 28 (Homo sapiens), Q96RU2; purified USP28, Ub-rhodamine cleavage fluorescence, 30 min; inhibition, % at 25 µM; 47,000 tested, 3% active; AID 1645857, 2021
OTUD3 inh – inhibitors of human OTUD3 deubiquitinase; inhibition, % at 25 µM; 47,000 tested, 0.7% active; AID 1645858, 2021; purified OTUD3, Ub-rhodamine fluorescence, 2 h
The depositor's hits bear a star; x = no result given. No stated cut-off is given here; in the data, active means inhibition above about 30%; inactive means the rest.

SMILES	USP17 inh	USP30 block	USP7 block	USP8 block	USP10 block	UCHL1 inh	USP28 inh	OTUD3 inh
Cc1cccc(S(=O)(=O)N2CC3CN(C(=O)c4cccc(F)c4)CC(C2)O3)c1	5	12	5	13	4	2	12	12
Cc1sc2ncnc(SCC(=O)c3cc(C)n(Cc4ccco4)c3C)c2c1C	39*	-142	-2	63*	2	-1	19	6
Cc1c(C(=O)Nc2cccc(F)c2)nnn1-c1cccc2c1CCN(S(C)(=O)=O)C2	-1	0	-5	9	3	4	8	-9
O=C(Nc1ccc(N2CCCC2=O)cc1)c1ccc(COc2ccccc2)o1	-4	-9	1	-8	-3	-1	0	-2
Cc1ccccc1CNC(=O)c1[nH]c(C)c(S(=O)(=O)N2CCCC2)c1C	-3	23	5	7	0	2	14	6
Cc1ccc(NC(=O)COC(=O)Cn2cnc3c2c(=O)n(C)c(=O)n3C)cc1F	-1	0	-3	3	2	-2	6	-2
CCOC(=O)c1cc(C)nc2c1c(=O)n(Cc1nc(-c3ccccc3)oc1C)c(=O)n2C	-6	-11	-2	-5	1	-3	-13	-4
c1ccc(CNc2ncnc3sc4c(c23)CCCC4)nc1	-3	0	-29	-1	0	1	0	-3
COc1cccc2[nH]c(C(=O)NCC(=O)Nc3ccc4c(c3)OCO4)cc12	40*	-4	1	1	3	0	4	-1
O=C(Cn1cnc(S(=O)(=O)N2CCc3ccccc32)c1)Nc1ccccc1F	-16	-19	-6	-24	-2	-2	-7	-5
C=C[C@]1(C)CC[C@]2(C)[C@@H](C1)[C@@H](O)C[C@H]1[C@]3(C)CCC[C@@]12OC3=O	-39	-11	0	0	38*	-1	-7	-3
CNC(=O)N1CCC(n2c(C)nc(C(=O)Nc3cccc(OC)c3)c2C)CC1	x	3	5	0	-3	3	3	3
Cc1ncoc1C(=O)N1CCCCC1c1cc(=O)n2ccnc2[nH]1 (centres undefined)	-25	8	3	-3	-2	0	1	4
CCOc1ccc(CC(=O)N2CCC(Cc3nc4cccnc4n3C)C2)cc1 (centres undefined)	4	-9	2	18	-3	0	4	5
CCc1cc(C(=O)N2C3CCC(C3)[C@@H]2COc2ccc(F)cc2)no1 (some centres undefined)	8	27	-2	4	2	4	10	12
O=C(Cn1cnc(S(=O)(=O)N2CCCCC2)c1)Nc1ccc2c(c1)OCO2	35*	-23	4	59*	0	-1	-2	-14
COc1ccccc1C(=O)NC1=C(C(=O)c2ccccc2)N(Cc2ccccc2)S(=O)(=O)c2ccccc21	3	-93	0	3	1	-1	-6	-8
CCCN1C(=O)c2cc3sc(CC)cc3n2CC1(C)C(=O)NC1CCCCC1 (centres undefined)	-11	-6	0	0	-1	0	-20	-1
O=C(Cn1nnc2ccccc21)N1CCOC2(CC=CCN(Cc3ccccc3)C2=O)C1 (centres undefined)	-7	-5	-11	-11	-1	-1	-11	-7
O=C(COC(=O)C1(c2ccccc2F)CCCC1)Nc1ccc2c(c1)OCO2	41*	37*	9	44*	16	9	21	20
O=C(Nc1ccnn1Cc1ccccn1)c1cccnc1Sc1ccccc1Cl	-38	-84	-9	-50	-15	-9	-33	-27
COc1ccc(CCNc2nc(-c3cccc(OC)c3OC)no2)cc1OC	-3	-5	4	-6	-1	0	-2	-4
Cc1cncc(C(=O)N2CCc3cnn(C)c3C2COCC2CC2)c1 (centres undefined)	-14	-6	7	-90	-1	0	4	4
O=C(C1CCN(S(=O)(=O)Cc2ccccc2F)CC1)N1CCCCC1	3	7	0	7	2	-1	0	3
FC(F)(F)c1nc(SCc2ccccc2)c2cnn(-c3ccccc3)c2n1	-14	0	-7	-11	-5	-2	-13	0
Cc1ccc(NC(=O)Cn2cnc(S(=O)(=O)N3CCOCC3)c2)cc1Cl	x	-2	0	-16	-5	-2	-12	-8
Cc1nccn1-c1cc(N2CCOCC2)nc2ccnn12	0	-21	-2	18	-6	-3	-6	-7
COc1ccc(CCNC(=O)Cn2c(=O)c(C)nc3cc(C)c(C)cc32)cc1OC	5	24	3	7	-4	-6	5	12
Cc1ccc(S(=O)(=O)N2C(=O)CCC2C(=O)N2CCCC2)cc1C (centres undefined)	-4	10	-2	-8	-1	-3	-13	-10
NC(=O)CSc1nc2nccnc2c(=O)n1Cc1ccc(F)cc1	-21	-37	-2	-54	-6	-6	-10	-11

11 compounds already listed, sorted by formula weight, highest first:
SMILES	USP17 inh	USP30 block	USP7 block	USP8 block	USP10 block	UCHL1 inh	USP28 inh	OTUD3 inh
O=C(Cn1nnc2ccccc21)N1CCOC2(CC=CCN(Cc3ccccc3)C2=O)C1 (centres undefined)	-7	-5	-11	-11	-1	-1	-11	-7
O=C(Nc1ccnn1Cc1ccccn1)c1cccnc1Sc1ccccc1Cl	-38	-84	-9	-50	-15	-9	-33	-27
COc1ccc(CCNC(=O)Cn2c(=O)c(C)nc3cc(C)c(C)cc32)cc1OC	5	24	3	7	-4	-6	5	12
Cc1ccc(NC(=O)Cn2cnc(S(=O)(=O)N3CCOCC3)c2)cc1Cl	x	-2	0	-16	-5	-2	-12	-8
O=C(Cn1cnc(S(=O)(=O)N2CCCCC2)c1)Nc1ccc2c(c1)OCO2	35*	-23	4	59*	0	-1	-2	-14
O=C(COC(=O)C1(c2ccccc2F)CCCC1)Nc1ccc2c(c1)OCO2	41*	37*	9	44*	16	9	21	20
O=C(C1CCN(S(=O)(=O)Cc2ccccc2F)CC1)N1CCCCC1	3	7	0	7	2	-1	0	3
Cc1ccc(S(=O)(=O)N2C(=O)CCC2C(=O)N2CCCC2)cc1C (centres undefined)	-4	10	-2	-8	-1	-3	-13	-10
NC(=O)CSc1nc2nccnc2c(=O)n1Cc1ccc(F)cc1	-21	-37	-2	-54	-6	-6	-10	-11
Cc1cncc(C(=O)N2CCc3cnn(C)c3C2COCC2CC2)c1 (centres undefined)	-14	-6	7	-90	-1	0	4	4
Cc1nccn1-c1cc(N2CCOCC2)nc2ccnn12	0	-21	-2	18	-6	-3	-6	-7

Next part:
SMILES	USP17 inh	USP30 block	USP7 block	USP8 block	USP10 block	UCHL1 inh	USP28 inh	OTUD3 inh
COCCCNc1nc(Nc2ccccc2)c2cnn(C)c2n1	0	10	2	15	1	4	13	6
COC1CN(C(=O)C2CCCC2)CCC(=O)N(C)c2ccccc21 (centres undefined)	5	8	1	4	4	0	0	-9
Cc1ccccc1S(=O)(=O)N1CCC(n2cnnc2C2CC2)CC1	-7	-18	-4	-1	-3	-2	-5	-7
Cc1cccc(Nc2nnc(SCC(=O)Nc3ccccc3F)s2)c1	1	9	7	11	11	0	4	3
Cc1ccc(C(=O)NCC(c2ccc(N(C)C)cc2)N2CCCC2)cc1 (centres undefined)	1	-28	-1	5	-6	4	-3	-4
COc1ccc(Sc2ncccc2-c2nc3ccccc3s2)cc1	9	11	9	16	7	4	12	12
Cc1[nH]n(-c2ccccc2)c(=O)c1Sc1ccccc1[N+](=O)[O-]	-11	8	7	-151	3	5	4	8
Cc1c(CNC(=O)c2cc(-c3ccc4c(c3)OCO4)nc3ccccc23)cnn1C	-23	-30	3	-123	-1	4	-8	-12
Cc1nc(C2CCCN2C(=O)CN(C)Cc2ccccc2)no1 (centres undefined)	x	-13	-7	-17	-6	-2	-6	-2
COc1ccc2cc(CCNC(=O)C3(c4ccc(Cl)cc4)CCCC3)c(=O)[nH]c2c1	43*	9	2	0	-1	3	7	5
Cc1ccc(C(=O)Nc2nc3c(s2)CCC3C(=O)NCc2ccncc2)cc1 (centres undefined)	23	5	-77	-7	-8	-9	37*	6
COc1ccc(NCC(=O)N2CCC(Cc3ccccc3)CC2)c(OC)c1	1	4	9	2	9	7	4	4
CCCOc1ccc(-c2nc(C#N)c(N3CCN(C(=O)c4ccccc4C)CC3)o2)cc1	2	16	-29	0	5	1	6	1
CCN(C(=O)c1nc2c(s1)CCCN2c1ccc(C)nn1)C(C)C	-19	-61	-1	-17	-6	0	-11	-8
CCCc1cc(N2CCN(C(=O)C3CC3)CC2)nc2nnc(C)n12	-8	0	2	1	-1	0	-2	-4
Cc1ccc2oc(SCC(=O)Nc3ccc4c(c3)OCO4)nc2n1	1	-6	2	1	-1	1	3	6
CC(=O)c1ccc(NC(=O)c2ccc3c(c2)CC(c2ccc(Cl)cc2)OC3=O)cc1 (centres undefined)	0	3	2	-18	3	-2	-17	-8
COc1cccc(NC(=O)CSc2nc3nc(C)ccc3o2)c1	22	14	0	3	3	0	8	10
CN(C)C(=O)c1ccc2ccc(N3CCOCC3)n2c1	-38	-164	-6	-32	-4	-4	-47	-31
CCOC(=O)c1ccc(-c2cccc(C(F)(F)F)c2)nc1C	9	6	1	21	3	0	2	14
COc1ccc(/C=C/c2cnc3ccccc3n2)cc1OC	-30	-133	-10	-44	-8	-12	-37	-35
COc1ccc(C2CC(c3ccc(C)cc3)n3ncnc3N2C(=O)C2CC2)cc1 (centres undefined)	20	16	3	27	1	1	2	12
Cc1nc2cc(-c3nccn3C)nn2c(NCCCn2ccnc2)c1C	-1	3	5	6	2	2	-5	6
COc1ccccc1CC(=O)Nc1cc(S(=O)(=O)N2CCOCC2)ccc1N1CCN(C)CC1	-27	-87	-4	-8	-6	-6	-25	-19
Cc1nccnc1CCC1COCCN1C(=O)c1n[nH]c2ccccc12 (centres undefined)	-29	-68	-14	-29	-5	-11	-25	-22
Cc1oc(-c2[nH]ncc2C(=O)N2CCOCC2)cc1S(=O)(=O)NCC(C)C	-18	-16	-3	-5	-4	-4	-8	-7
Cc1ccc(NC(=O)Nc2ccccc2)c(=O)n1CC(=O)N1CCN(c2ccccn2)CC1	12	11	1	14	0	0	9	5
COc1noc(C2CCN(S(=O)(=O)c3ccc(O)cc3)CC2)c1C	7	12	3	18	2	2	29	1
O=C(Cc1cccnc1)N1CCCC1(CO)Cc1ccccc1 (centres undefined)	16	15	3	22	0	1	4	11
O=C(NC1CCCCC1)N1CCc2nc(-c3ccc(F)cc3)ncc2C1	-5	-11	-32	3	0	-1	-3	-7
Cc1ccccc1C(=O)N1CCC2(CC1)c1ncc(-c3cccnc3)n1CCN2C	-5	-11	1	0	0	-1	-7	-7
Cc1cc(OCC(=O)Nc2ccccc2F)nc(N2CCCCCC2)n1	-2	0	-18	2	0	2	3	3
Cc1ccc(C(=O)Nc2ncn(CC(=O)Nc3ccccc3F)n2)cc1	0	9	5	-21	1	2	10	6
COc1ccc(S(=O)(=O)N2CCC(c3ncc(C)[nH]3)C2)cc1 (centres undefined)	12	31*	5	-31	6	-2	9	12
O=C(C1CCC(=O)N1S(=O)(=O)c1ccccc1)N1CCN(c2ccccc2)CC1 (centres undefined)	2	-3	-1	11	-3	1	1	2
CC1=C(C(=O)NCc2ccccc2)C(c2ccc(C#N)cc2)n2ncnc2N1 (centres undefined)	28	x	2	0	1	2	x	3
O=C(NCc1ccncc1)C1CC(=O)N(c2cccc(C(F)(F)F)c2)C1 (centres undefined)	3	0	2	14	2	5	7	5
N#Cc1ccc(S(=O)(=O)c2c(C(=O)N3CCSCC3)cnc3ccc(F)cc23)cc1	-7	-73	1	-1	-3	0	-15	16
CCOC(=O)C(=O)Nc1ccc(-c2nc(-c3ccccc3)co2)cc1	12	x	-2	-13	-2	-5	x	1
CC(C)NC(=O)N1CCC2(CC1)OC(C(=O)N1CCOCC1)Cn1ccnc12 (centres undefined)	-29	-27	-4	-52	-5	-5	-21	-17
O=C1NC2(CCN(C(=O)NCCc3ccccc3)CC2)[C@@H]2CN(c3ncccn3)C[C@H]12	-2	6	-1	-17	1	-1	0	0
NC(=O)C1CCN(c2nc3ccc(-c4cccc(F)c4)nc3s2)CC1	-177	-126	-1	-18	-7	-7	-42	-47
Cc1nc2ccccc2c2oc(C(=O)Nc3ccc4c(c3)OCCO4)cc12	0	-9	10	52*	-3	2	22	8
CC(NC(=O)c1cn(C)nc1S(=O)(=O)N1CCCCC1)c1ccc(F)cc1 (centres undefined)	-40	-21	-40	-220	-1	2	-4	9
Cc1cc(C)c(NC(=O)C2Nc3ccccc3S(=O)(=O)N2)c(C)c1 (centres undefined)	17	15	6	2	0	3	7	5
CC(C)Nc1nc2cc(Cl)ccc2s1	-2	0	-40	5	2	2	25	7
Cc1nc(C2CCN(C(=O)C(C)(C)C)CC2)cc(N2C(=O)OCC2C(C)C)n1 (centres undefined)	-4	-8	0	0	0	-4	-10	-5
COc1ccc2c(c1)nc(-c1ccccc1OC)n2C1CCN(C(C)=O)CC1	9	8	8	21	0	3	6	6
COc1ccc(C2CCCCCN2C(=O)Cn2ccccc2=O)cc1 (centres undefined)	x	-8	-7	67*	-2	0	5	-10
CN1CCN(c2nc(N3CCCC3)c3cnn(C)c3n2)CC1	9	20	-2	16	3	1	7	9
CCn1c(SC)nnc1-c1nn(C)c2c1CN(C(=O)C1CCCC1)CC2	-4	8	0	2	-1	-1	-1	1
